# Compound activity from PubChem.
# M. tuberculosis GlmU – inhibition of mycobacterial GlmU enzyme – biochemical, glucosamine-1-phosphate acetyltransferase (AID 1376); 220,000 tested, 0.25% active; M. tuberculosis GlmU acetyltransferase enzyme assay; higher % means a stronger effect; inhibition, %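 (tested at 30 µM in the primary screen)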, or IC50 in µM where a hit was titrated; in the data active = inhibition above about 13%;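 also: 0% = complete reaction with vehicle and 100% = reaction without substrate; strong numbers were not always called active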
# Mtb RmlCD inh – blocks M. tuberculosis RmlC and RmlD coupled enzymes. P9WH09+P9WH11. RmlC+RmlD coupled enzyme assay, percent inhibition; primary screen in compound mixtures. inhibition, % at 3.6 µM. 160,000 tested, 0.03% active; in the data active = inhibition mostly above about 34%, no sharp cut-off; also: some results filed as inactive read as strong as hits
# Target sequence (P9WH09 whole entry, looked up): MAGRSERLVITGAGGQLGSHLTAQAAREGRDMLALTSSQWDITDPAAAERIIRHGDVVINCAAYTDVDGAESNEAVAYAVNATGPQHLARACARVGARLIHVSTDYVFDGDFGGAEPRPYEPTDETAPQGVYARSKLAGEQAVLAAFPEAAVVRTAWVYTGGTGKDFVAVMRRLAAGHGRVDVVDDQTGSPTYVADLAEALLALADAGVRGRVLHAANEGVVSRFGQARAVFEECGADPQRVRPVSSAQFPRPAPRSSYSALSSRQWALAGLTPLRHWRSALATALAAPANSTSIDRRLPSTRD
# Target sequence (P9WH11 whole entry, looked up): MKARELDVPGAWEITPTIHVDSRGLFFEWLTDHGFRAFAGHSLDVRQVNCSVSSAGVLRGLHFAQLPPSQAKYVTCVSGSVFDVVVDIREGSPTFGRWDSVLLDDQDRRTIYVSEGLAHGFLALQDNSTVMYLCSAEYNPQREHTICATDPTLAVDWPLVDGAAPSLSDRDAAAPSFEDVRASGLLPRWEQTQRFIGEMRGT
# * hit, by the source's call; nt = not tested or not shown. Not all compounds are listed; rates above refer to the full screens.
# Every second line gives: M. tuberculosis GlmU | Mtb RmlCD inh
- O=c1c2ccccc2c2ccccc2c(=O)n1-c1ccccc1
  -8.1% | 7
- COC(=O)C1=C(C)N(C)C(=O)NC1c1cc2c(cc1[N+](=O)[O-])OCO2 (centres undefined)
  1.6% | 3
- CN(CC(=O)Nc1nccs1)S(=O)(=O)c1ccc(F)cc1
  -1.5% | -16
- N/C(=N\N=C\c1ccc(O)c(O)c1)c1nonc1N
  1.1% | 5
- CS(=O)(=O)c1ccc(C(=O)Nc2ccccc2Cl)cc1
  -0.4% | 5
- Cc1ccc(Nc2nc(CSc3nnnn3C)cs2)cc1
  -3.4% | 6
- CCN(CC)C(=O)CSc1ncnc2c1nnn2-c1ccc(F)cc1
  -0.7% | nt
- O=C(CSc1ncnc2[nH]ncc12)Nc1cccc(Oc2ccccc2)c1
  2.8% | -14
- O=C(O)C1=C(OCc2ccccc2)C(=O)NCC1
  3.7% | nt
- COc1ccc(N=C2S/C(=C\c3cc(C)n(C)c3C)C(=O)N2C)cc1
  -2.4% | 10
- COc1cccc(NC(=O)Cn2c(-c3cncs3)nc3ccccc32)c1
  6.5% | 13
- C=CCSc1nnc2nc3c(nn12)c1cc(C)ccc1n3CC=C
  -1.3% | 7
- CCn1c(COc2ccc(Cl)cc2)nnc1SC1CCc2ccccc2C1=O (centres undefined)
  6.0% | 7
- O=C(NNC(=O)C1CCN(S(=O)(=O)c2ccc(Cl)cc2)CC1)c1ccncc1
  1.9% | 3
- O=C1CCCc2[nH]c(-c3ccccc3)nc21
  -1.7% | 10
- COc1cc(OC)c(S(=O)(=O)NC(C)C)cc1S(=O)(=O)NC(C)C
  0.8% | -7
- CCOC(=O)c1ccccc1NC(=O)CSc1nc(N)cc(N)n1
  -1.9% | nt
- CCCn1nnnc1SCC(=O)Nc1ccc(F)cc1
  -3.3% | nt
- CN(C)c1ccc(NC(=O)C(=O)NCCOc2ccccc2)cc1
  8.7% | 10
- COC(=O)CC1=NN(c2ccccc2)C(=O)/C1=C\c1ccc(OC)cc1
  1.8% | -8
- CN(C)c1nc(N2CCOCC2)nc(N(c2ccccc2)c2ccccc2)n1
  -1.5% | nt
- Cc1c(Cl)cccc1-n1c(SCC(=O)NCc2cccs2)nnc1-c1ccncc1
  1.0% | -9
- Cc1oc(C(=O)O)cc1CSCc1cc(C(=O)O)c(C)o1
  -1.8% | -7
- CCc1ccc(NC(=O)Cn2c3[n+](c4c(F)c(F)ccc42)CCCCC3)cc1
  6.4% | 30
- Cn1[nH]c(CSc2ccc(Cl)cc2)cc1=O
  4.1% | -1
- CC(C)(C)NS(=O)(=O)c1ccc(CCC(=O)O)cc1
  -3.3% | 3
- CN(C)C(=O)c1cn(-c2ccccc2)nc1-c1cc2ccccc2oc1=O
  -3.9% | 4
- CCOC(=O)Cn1nnnc1C(C(C)C)N(Cc1cc2c(C)cc(C)cc2[nH]c1=O)C1CCCC1 (centres undefined)
  -0.9% | nt
- Cc1noc(C)c1CSCC(=O)OCC(=O)NC1CCCCC1
  -1.9% | 18
- CCO[C@@H]1OC(C(=O)NCc2nc3ccccc3[nH]2)=C[C@H](C)[C@H]1CCCO
  -1.4% | nt

# At a glance, 6 of the compounds above:
# Every second line gives: M. tuberculosis GlmU | Mtb RmlCD inh
- O=c1c2ccccc2c2ccccc2c(=O)n1-c1ccccc1
  -8.1% | 7
- COC(=O)C1=C(C)N(C)C(=O)NC1c1cc2c(cc1[N+](=O)[O-])OCO2 (centres undefined)
  1.6% | 3
- CN(CC(=O)Nc1nccs1)S(=O)(=O)c1ccc(F)cc1
  -1.5% | -16
- N/C(=N\N=C\c1ccc(O)c(O)c1)c1nonc1N
  1.1% | 5
- CS(=O)(=O)c1ccc(C(=O)Nc2ccccc2Cl)cc1
  -0.4% | 5
- Cc1ccc(Nc2nc(CSc3nnnn3C)cs2)cc1
  -3.4% | 6

# The listing continues:
# Every second line gives: M. tuberculosis GlmU | Mtb RmlCD inh
- CC(=O)N1N=C(c2cccs2)CC1c1cccc([N+](=O)[O-])c1 (centres undefined)
  1.7% | nt
- COc1ccccc1-c1c(C)oc2cc(OCC(=O)OCc3ccccc3)ccc2c1=O
  -3.4% | 5
- C=CCN(c1ccccc1C(=O)O)S(=O)(=O)/C=C/c1ccccc1
  0.5% | 7
- O=C(CSCc1c(Cl)cccc1Cl)N1CCOCC1
  -0.6% | nt
- O=C(C(=O)N1CCOCC1)c1cn(CCOc2ccccc2)c2ccccc12
  -0.8% | 5
- COc1ccc(S(=O)(=O)N2Cc3ccccc3CC2C(=O)O)cc1 (centres undefined)
  5.2% | nt
- O=c1c2ccccc2nc2n1CCCS2
  0.9% | -9
- Cc1c([N+](=O)[O-])ccc(S(=O)(=O)N2CCC(C(N)=O)CC2)c1C
  2.5% | -11
- CCOc1ccc(NC(=O)Cc2ccccc2)cc1
  -1.2% | nt
- CCn1cc(CNc2nc3nonc3nc2N2CCCCC2)cn1
  -0.4% | -9
- COc1ccc(-c2nnn(CC(=O)NCc3ccc4c(c3)OCO4)n2)cc1OC
  5.9% | 17
- COc1ccc(-c2[nH]ncc2N=Nc2cc(C)cc(C)c2)cc1
  -3.8% | 7
- COc1ccc(CN2CCNC(=O)C2CC(=O)O)cc1OC (centres undefined)
  1.6% | nt
- CC(NC(=O)/C(=C/c1ccc2c(c1)OCO2)NC(=O)c1cccc([N+](=O)[O-])c1)C(=O)O (centres undefined)
  -1.4% | -4
- COc1ccc(Oc2cc(NC(=O)c3nn(C)cc3[N+](=O)[O-])cc([N+](=O)[O-])c2)cc1
  -0.3% | -6
- O=C(c1cccc2ccccc12)n1nnc2ccccc21
  -1.2% | nt
- CC1Cc2ccccc2N1C(=O)c1ccc2c(c1)nnn2C (centres undefined)
  1.8% | nt
- CC(=O)c1cccc(NC(=O)COC(=O)c2cccc(N3C(=O)c4ccccc4C3=O)c2)c1
  5.3% | -4
- COC(=O)c1ccc(COC(=O)c2ccc(SC)cc2OC)cc1
  1.1% | -9
- CN(C)c1[nH]c(=O)c(C#N)c2c1CCN2Cc1ccccc1
  1.9% | 5
- O=C(Cc1ccccc1)NNC(=O)c1ccc(NC(=O)c2ccccc2)cc1
  -3.2% | -1
- O=C(O)c1ccccc1C(=O)c1ccc(N2CCOCC2)c([N+](=O)[O-])c1
  0.0% | nt
- COc1ccc(-c2cc(C(=O)NCc3ccccc3)no2)cc1OC
  6.2% | 7
- Cc1sc(NC(=O)c2cccs2)nc1-c1ccccc1
  -1.1% | 5
- CN(C)c1ccc(CN2CCC(C(N)=O)CC2)cc1
  -3.7% | 5
- Cc1cc(C(=O)NCc2ccccc2F)cs1
  -1.6% | -4
- COc1ccc(OC)c(/C=N/NC(=O)CNC(=O)c2ccc(S(=O)(=O)N3CCOCC3)cc2)c1
  -2.8% | -2
- CCCCCOc1ccc(C(=O)N(Cc2ccco2)C2CCS(=O)(=O)C2)cc1 (centres undefined)
  2.2% | nt
- CCN(CC)C(=O)C(C)OC(=O)COc1ccc(Cl)cc1Cl (centres undefined)
  -1.4% | 25
- COc1cc(OC)c(NC(=O)c2ccco2)cc1Cl
  -3.5% | -13
- N=C1c2ccccc2CN1NC(=O)CC12CC3CC(CC(C3)C1)C2
  -2.2% | -5
- COc1ccc(CCn2c(C)c(C(C)=O)c3cc(OC(=O)c4ccco4)ccc32)cc1OC
  1.5% | -2
- COc1ccc(Cl)c(NC(=O)Cn2nnc(-c3ccccc3N)n2)c1
  -2.8% | -3
- CCN1CCN(C(=O)c2cn(CCOC)c(=O)c3c2c2ccccc2n3C)CC1
  -4.0% | 10
- O=C(NCCN1CCOCC1)c1ccc(CSc2nc3ccncc3n2Cc2ccc(F)cc2)cc1
  -1.0% | -5
- FC(F)Oc1ccc(-c2c[n+]3c(n2-c2ccccc2)CCCCC3)cc1
  4.4% | 9
- CN(C)S(=O)(=O)c1ccc(NC(=O)N2CCN(c3cccc(C(F)(F)F)c3)CC2)cc1
  -2.0% | -1
- Cc1ccc(-n2nc(-c3cccnc3)cc2C(=O)N2CCOCC2)c(C)c1
  3.7% | -7
- C/C(=N\NC1=N[C@H]2CS(=O)(=O)C[C@H]2S1)c1ccccc1
  -3.7% | -6
- Cc1ccc(C)c(Cn2c(=O)n(CCC(=O)NCc3ccco3)c(=O)c3ccccc32)c1
  nt | 3
- NC(=O)c1ccc(NCCc2ccccc2)c([N+](=O)[O-])c1
  -1.8% | nt
- O=C(c1ccc(Cl)c(Cl)c1)N1CCOCC1
  -0.4% | 1
- Cc1ccc(-c2nc(-c3cccnc3)no2)c(C)c1
  0.2% | 5
- COc1ccc(NC(=S)N(CCc2ccc(OC)c(OC)c2)Cc2ccccn2)cc1
  -1.1% | nt
- COc1cc(/C=C/C(=O)c2ccc(C)cc2)ccc1OCC#N
  -0.6% | 6
- CCOc1ccc(NC(=S)Nc2cc(C)[nH]n2)cc1
  -2.1% | nt
- Cc1cc(=O)oc2ccc(OCC(=O)N3CCc4ccccc43)cc12
  -2.9% | -5
- Cc1cc(C)cc(OC(=O)CS(=O)c2ccc(C(F)(F)F)cc2[N+](=O)[O-])c1 (centres undefined)
  8.3% | nt
- COc1ccc(C2CC(c3ccccc3)Nc3ncnn32)cc1 (centres undefined)
  2.1% | nt
- COc1ccc(NC(=O)N2CCN(c3ccc([N+](=O)[O-])cc3)CC2)cc1OC
  -3.7% | -3
- Cc1ccc(C)c(S(=O)(=O)NCc2ccncc2)c1
  1.3% | 3
- CCC(C)c1cc(S(=O)(=O)N2CCOCC2)ccc1OC (centres undefined)
  3.6% | 12
- COc1cc(NC(=O)NC(C)(C(F)(F)F)C(F)(F)F)cc(OC)c1OC
  -3.4% | 7
- CCCCCc1ccc(OCCCC[n+]2ccc(C)cc2)c(CCCCC)c1
  -15% | -4
- Fc1ccc(CSc2nnc(-c3cccnc3)n2Cc2ccco2)cc1
  -2.8% | nt
- CN(C)CCCNCCCNC(=O)c1ccncc1
  nt | 3
- CC(=O)Nc1nonc1-n1nnc(C(=O)NCc2ccccc2)c1C
  11% | 8
- CCOc1ccc(NC(=O)c2ccccn2)cc1
  -1.1% | nt
- CCOC(=O)c1sc(N/N=C/c2cccc(C)c2)nc1C
  -7.6% | nt
- COc1ccc(-c2cc(C(F)(F)F)nc(SCC(=O)Nc3ccc4c(c3)OCO4)n2)cc1
  -0.7% | -12

# Record cards, as listed above. Screens in order: M. tuberculosis GlmU | Mtb RmlCD inh
# O=C(O)C1=C(OCc2ccccc2)C(=O)NCC1 in the list: 3.7% | nt
# Cc1oc(C(=O)O)cc1CSCc1cc(C(=O)O)c(C)o1 in the list: -1.8% | -7

# Further structures.
# Every second line gives: M. tuberculosis GlmU | Mtb RmlCD inh
- Cc1ccc(CN2CCN(/N=C/c3ccc(C(=O)O)cc3)CC2)c(C)c1
  0.9% | 7
- Cc1cc(O)c(C(=O)/C=C/c2cccc([N+](=O)[O-])c2)c(=O)o1
  1.9% | nt
- Cc1ccc(-c2nnn(CC(=O)N3CCC(C)CC3)n2)o1
  1.1% | nt
- Cc1cccn2c(=O)c(/C=N/O)c(N3CCCC3)nc12
  -3.5% | -4
- Nc1nc(-c2ccccc2)c(C(=O)Nc2ccccc2)s1
  7.5% | 3
- Cc1c(C(=O)O)sc2nc(SCC(=O)Nc3ccc(S(=O)(=O)NC(C)(C)C)cc3)[nH]c(=O)c12
  3.2% | 0
- Cc1ccc(N=C2NC(=O)/C(=C\c3ccc(C)s3)S2)cc1
  -5.1% | -8
- O=S(=O)(Nc1cccnc1)c1ccc(Cl)c(C(F)(F)F)c1
  1.0% | nt
- Cc1ccc(-n2ccnc2SCC(=O)N(CC(C)C)C2CCS(=O)(=O)C2)c(C)c1 (centres undefined)
  -1.0% | 60
- O=C(NCCCNCCCNC(=O)c1ccc(/C=N/O)nc1)c1ccc(/C=N/O)nc1
  3.6% | -9
- Cc1ccc(Cn2cccc2/C=N/NC(=S)Nc2ccc(C)cc2)cc1
  2.3% | -7
- CC(C)CCC(CCN1CCOCC1)c1ccc2c(c1)OCO2 (centres undefined)
  -5.5% | 2
- Cc1ccc(C)c(C(=O)Nc2c(C(N)=O)oc3ccccc23)c1
  0.3% | 10
- Cc1nc(/C(N)=N/OC(=O)Cc2ccccc2)no1
  -3.0% | 12
- Cc1cc(C)cc(-n2nnc(C(=O)NCc3ccccc3Cl)c2N)c1
  7.1% | nt
- O=C(CCC(=O)c1ccccc1)NCCc1c[nH]c2ccccc12
  6.2% | 6
- COc1ccc(CCNC(=O)C2CCCN2S(=O)(=O)c2ccc(F)cc2)cc1OC (centres undefined)
  3.6% | 5
- Cc1ccccc1NC(=O)CC1SC(=NC2CCCCC2)NC1=O (centres undefined)
  0.9% | 8
- Cc1cccc(C)c1NC(=O)N1CCCCCCC1
  0.0% | 1
- CC(OC(=O)c1ccccc1Nc1ccc(SC(F)F)cc1)C(N)=O (centres undefined)
  -6.7% | 4
- O=C(CN1C(=O)COc2ccccc21)NCCN1CCC(Cc2ccccc2)CC1
  -0.8% | 7
- CC(C)NC(=O)CSCc1cccc(Br)c1
  -4.6% | -4
- COCCNC(=O)c1ccc(-c2csc(C)n2)cc1
  0.6% | -8
- CC1=NNC(=O)C1CCC(=O)N/N=C/c1c(Cl)cccc1Cl (centres undefined)
  1.7% | -1
- CC(C)CC(=O)Nc1ccc(N2CCOCC2)cc1
  -0.8% | 14
- CC1=CC=CN2CC(O)CN=C12 (centres undefined)
  nt | 51
- c1ccc(-c2nc(-n3nc4ccccc4n3)nc3ccccc23)cc1
  -4.7% | 2
- COc1ccc(-c2cc(C(=O)OCC(=O)N3CCCC3)c3ccccc3n2)cc1
  2.0% | -1
- NC(=O)c1cc(C(=O)c2ccccc2Cl)c[nH]1
  0.2% | 1
- Cc1ccc(-c2nc(NC(=O)c3nn(C)cc3[N+](=O)[O-])sc2C)cc1
  4.9% | nt
- Cc1nc([N+](=O)[O-])c(Sc2nc3ccccc3[nH]2)n1Cc1ccccc1
  3.2% | -14
